Assay outcomes (PubChem)
Tb PYK inh – T. brucei pyruvate kinase inhibition | Q57TT1 | TbPYK enzyme, Kinase-Glo Plus ATP luminescence, 45 min | Potency, µM (top dose mostly 76.8 µM), without a hit: top-dose activity, negative = inhibition, actives largely listed as inhibitors | actives 0.12% (n = 410,000); active means well fitted inhibition curve with a large enough effect; inconclusive means small, poorly fitted or top-dose-only effect; further: nearly all actives have a fitted effect of over 50% in size
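Luminescence from Kinase-Glo Plus, added after a 45-minute room-temperature reaction, served as the end-point read-out. The enzyme and substrate were preincubated with compound before ADP (130 uM final) initiated turnover. Concentration-effect curves came from normalized qHTS data.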
* = called active by the depositor; ? = inconclusive; & = joins results of further samples; [ ] = another dose, or the depositor's remark. On the % scale 0 is the no-effect control and ±100 the full control effect; potency means the concentration at half of the fitted maximal effect. An excerpt. The share of hits here may be higher or lower than overall.

SMILES | Tb PYK inh
Cc1cc(C)c(Cn2c3ccccc3c3cnn(CC(=O)N4CCCCC4)c(=O)c32)c(C)c1 | 4%
CC1(C)NC(=O)N(CCC(=O)Nc2ccc(C(C)(C)C)cc2)C1=O | -11%
CCC(C)NC(=O)CCSc1nc(-c2ccc(OC)cc2)cc(C(F)(F)F)n1 (stereo unspecified) | 4%
COCCNC(=O)C1(C)CCCN(C(=O)c2ccccc2OC(F)(F)F)C1 (stereo unspecified) | 3%
CSc1ccc(CCNC(=O)C2CCN(c3ncnc4c3nc3n4CCCCC3)CC2)cc1 | -9%
Cc1c(C(=O)Nc2nc(-c3ccc(F)cc3)ns2)oc2ccc(Br)cc12 | 5%
COc1ccc(S(=O)(=O)N2CCN(C(=O)c3ccccc3Cc3ccccc3)CC2)cc1OC | -11%
CCCC(=O)N1CCC1(C)C(=O)Nc1scc(C)c1C#N (stereo unspecified) | 1%
CCOc1ccccc1NC(=O)c1c(NC(=O)COc2ccc(Cl)cc2)sc2c1CCCCC2 | 3%
O=C(Cc1ccc(F)cc1)NCCc1csc(-c2ccc(C(F)(F)F)cc2)n1 | 4%
CCC(C)(C)OC(=O)N[C@@H](Cc1c[nH]c2ccccc12)C(=O)N[C@@H](CCSC)C(=O)N[C@@H](CC(=O)O)C(=O)N[C@@H](Cc1ccccc1)C(N)=O | 0%
CCc1nc2ccc(C(=O)NCc3cccs3)cn2c1N(CC)Cc1cccc(Br)c1 | 2%
COc1ccccc1-c1nc2c(c(SCc3cc(C)ccc3C)n1)Cc1c(CO)cnc(C)c1O2 | 5%
CC(=O)Nc1nonc1-c1nnc(SCC(=O)Nc2ccc(C)c(Cl)c2)n1C | 14%
COc1cc(OC)cc(C(=O)Nc2cc(-c3nc4ccccc4[nH]3)ccc2C)c1 | 7%
Cc1ccc(-n2nc(C(=O)Nc3ccc(C)c(F)c3)c(=O)n(C)c2=O)cc1 | -7%
COC(=O)c1ccc(NC(=O)CSc2ccc(-c3cccs3)nn2)cc1 | 4%
CCc1cccc(C)c1NC(=O)Cn1ccn(-c2ccc(F)cc2)c(=O)c1=O | 1%
COc1cc(/C=C/c2nc(C#N)c(NC3CCCCC3)o2)cc(OC)c1OC | -4%
COc1cc(Nc2ccn3nc(-c4ccccc4Cl)cc3n2)cc(OC)c1OC | -11%
CCOc1ccc(-c2ccc(C3=CC(=O)C[C@H](c4ccc(F)cc4)C3)cc2)cc1 | -4%
COc1ccc(C)cc1NC(=O)Cn1nc(N2CCN(c3ccccc3OC)CC2)ccc1=O | -2%
CC1(C)CC(=O)c2c(oc3c(Cl)cc(NS(=O)(=O)c4ccc(Br)cc4)cc23)C1 | 1%
Cc1ccc2scc(N3CCc4ccccc4C3)c(=O)c2c1 | 3%
COc1ccc(C(=O)NCC[N+](C)(C)C)cc1 | -10%
Cc1cccc(Cn2c(SCc3ccc(C(=O)NCc4ccccc4F)cc3)nc3cccnc32)c1 | -8%
Cc1ccn2c(Nc3ccc4c(c3)OCO4)c(-c3ccc(N(C)C)cc3)nc2c1 | -3%
CNc1c(NC(=O)c2cc(OC)cc(OC)c2)c(=O)oc2ccccc12 | 3%
O=C1CN(C(=O)Cc2ccc(F)cc2)C(c2ccccc2)c2cc(Br)ccc2N1 (stereo unspecified) | -10%
O=C(Nc1nc2n(n1)C(c1ccc(F)cc1)C=C(c1ccc(Cl)cc1)N2)c1ccco1 (stereo unspecified) | -11%
CSc1ccccc1C(=O)OCC(=O)NC1CCCCCCC1 | 0%
CSc1ccc(CNC(=O)CCn2ccc3cc(S(=O)(=O)N4CCC(C)CC4)ccc32)cc1 | 6%
CC1=Nc2cc(C(=O)NC3CCCCC3)ccc2Sc2ccc(Cl)cc21 | 0%
CCOC(=O)N1CCN(S(=O)(=O)N2CCCC(C(=O)NCc3cc(OC)ccc3OC)C2)CC1 (stereo unspecified) | 0%&4%
CC1=C(C(=O)Nc2ccc(Cl)cc2)C(C(C)C)n2nc(SCc3cccc(C)c3)nc2N1 (stereo unspecified) | 0%
COc1cc(NC(=O)c2cc3c(s2)-c2ccccc2OC3)cc(OC)c1OC | ?
CSc1ncc(Cl)c(C(=O)N(C)c2ccccc2)n1 | 2%
O=C(O)c1[nH]n(-c2ccc(S(=O)(=O)O)cc2)c(=O)c1N=Nc1ccc(S(=O)(=O)O)cc1 | -4%
Cc1nn(-c2ccccc2)c2c1N(CCCC(=O)NCc1ccc(OC(C)C)cc1)C(=O)CS2 | -1%
CCc1nc2ccc(C(=O)NCCOc3ccc(OC)cc3)cn2c1N(CC)CCOC | 6%

Pulled one by one from above (two):
SMILES | Tb PYK inh
O=C1CN(C(=O)Cc2ccc(F)cc2)C(c2ccccc2)c2cc(Br)ccc2N1 (stereo unspecified) | -10%
Cc1cccc(Cn2c(SCc3ccc(C(=O)NCc4ccccc4F)cc3)nc3cccnc32)c1 | -8%

The results go on:
SMILES | Tb PYK inh
C=CCc1c(C)nc2nc(SCC(=O)Nc3cccc(Cl)c3)nn2c1C | 2%
CC1CC2C3CCC4=CC(=O)C=C[C@@]4(C)[C@]3(F)C(O)C[C@]2(C)[C@]1(O)C(=O)COP(=O)(O)O (stereo partly specified) | 0%
Cc1noc(C)c1S(=O)(=O)NC(=O)C1(C)CCN1C(=O)CC(c1ccccc1)c1ccccc1 (stereo unspecified) | -5%
CC(=O)Nc1cc(-c2cccc(C(=O)N(C)C)c2)cn2c(-c3ccc(C(C)=O)cc3)cnc12 | 3%
COc1cc(OC)cc(C(=O)NCC(c2cccs2)S(=O)(=O)c2ccc(F)c(C)c2)c1 (stereo unspecified) | 0%
C[C@@H]1CN([C@H](C)CO)C(=O)CCCn2nncc2CO[C@@H]1CN(C)C(=O)c1ccncc1 | -5%
O=C(CSc1ncc(-c2ccc(Cl)cc2)[nH]1)Nc1ccccc1F | 2%
O=C(CCCN1C(=O)/C(=C/c2ccc(F)cc2)SC1=S)Nc1ccc(C(=O)O)cc1 | -3%
Cc1ccc2c(c1)nc(SCC(O)c1ccc(Br)cc1)n2C (stereo unspecified) | -4%
CN(CC(=O)Nc1ccc(F)c(F)c1F)C(=O)CCN1C(=O)C2CC=CCC2C1=O (stereo unspecified) | -1%
CCCCCCN1C[C@@H](n2cc(C3CC3)nn2)[C@H](O)C[C@@H]1c1ccc(Cl)cc1 | 9%
Cc1cccc(C)c1NC(=O)CN1CCN(c2ccc(C(F)(F)F)cn2)CC1 | 0%
CC(=O)OC1CCC2C3CCc4cc(OP(=O)(N5CC5)N5CC5)ccc4C3CCC12C (stereo unspecified) | -3%
CCOC(=O)c1c(C)oc2nc(C)nc(NCCc3ccc(OCC)cc3)c12 | -7%
CCNC(=O)C1CCCN(C(=O)c2ccc(OC(F)F)cc2)CC1 (stereo unspecified) | 1%
CCc1nnc(SCc2nc(-c3ccccc3F)oc2C)c2cc3sccc3n12 | 0%
Cc1cc(C)cc(Oc2c(C(F)(F)F)oc3c(CN4CCCC(C)C4)c(O)ccc3c2=O)c1 (stereo unspecified) | 4%
Cc1cc(=O)oc2c(N)nccc12 | ?
COc1cc(OC)c(NC(=O)c2c(C)nn(-c3ccc(C)cc3)c2-n2cccc2)cc1Cl | 4%
COc1ccc(NC(=O)c2c(C)oc3ccc(O)c(CN4CCCC(C)C4)c23)cc1 (stereo unspecified) | -7%
Cc1cc(C(C)(C)C)cc(CN2CCN(S(=O)(=O)c3cccs3)CC2)c1O | -1%
CCOc1ccc(S(=O)(=O)N2Cc3ccccc3CC2C(=O)Nc2ccc(NC(C)=O)cc2)cc1 (stereo unspecified) | 0%
CCc1nc2ccc(C(=O)NCCc3c[nH]c4ccccc34)cn2c1N(C)Cc1nccn1C | -5%
Cc1cc2nc(-c3ccc(Cl)cc3)c(CC(C)(C)C)n2c(C)c1Br | 4%
O=c1c2sc3ccccc3c2n(Cc2ccccc2Cl)c(=O)n1Cc1ccccc1 | 5%
Cc1nc2cnc(Oc3cccc(Cl)c3)nc2n(C[C@H]2CCCO2)c1=O | -3%
COc1cc(C(=O)N2Cc3cc4ccccc4nc3C2C)cc(OC)c1OC (stereo unspecified) | 4%
O=S(=O)(c1ccc2nc(Nc3ccc(Br)cc3F)ccc2c1)N1CCCCC1 | -1%
CCN(CC)C(=O)Cn1c(SCC(=O)Nc2ccc(C)c(C)c2)nc2ccccc21 | 1%
COc1cccc(NC(=O)Cn2c(=O)n(Cc3nc(-c4ccccc4)no3)c(=O)c3ccccc32)c1 | 1%
O=CNc1cc(-c2ccc(C(=O)N3CCOCC3)cc2)cn2c(-c3ccc(F)cc3)cnc12 | -1%
O=C(COC(=O)c1ccc(OC(F)F)cc1)NCC1CCCO1 (stereo unspecified) | 6%
CN1C(=O)c2cccc3c(S(=O)(=O)Nc4cccc(C(=O)O)c4)ccc1c23 | -15%
O=C(NCCCN1CCN(c2cccc(Cl)c2)CC1)c1cnn(-c2ccc(F)cc2)c1-n1cccc1 | 5%
COc1ccc(C2CC(=O)N(CC(=O)Nc3ccc(C(C)=O)cc3)c3ccccc3S2)cc1OC (stereo unspecified) | -1%
CC(=O)Nc1ccc(C(=O)OCC(=O)NC(=O)NCc2ccccc2)cc1 | 3%
CCC(Sc1ncnc2sc3c(c12)CCCC3)C(=O)OC(C)C (stereo unspecified) | 0%
NC(c1csc(Nc2nncc3ccccc23)n1)C1CCCCC1 (stereo unspecified) | 0%
CCOC(=O)Cc1ccc(NC(=O)N2CCc3c(sc4c3CCCC4)C2c2ccc(F)cc2)cc1 (stereo unspecified) | -4%
OC(Cc1ccccc1Br)c1ncc(-c2cccc(C(F)(F)F)c2)[nH]1 (stereo unspecified) | 10%
CC(=O)N1CCCc2cc(S(=O)(=O)NCc3cccc(C)c3)ccc21 | -14%
Clc1cccc(Cc2c(-c3ccco3)nc3c4ccccc4ccn23)c1 | -4%
NC(Cc1ccc(Cl)cc1)c1csc(NC(=O)NCC2CCCCC2)n1 (stereo unspecified) | 1%
Cc1ccc(-n2c3nc(=O)n(C)c(=O)c-3cc3c(Cl)cccc32)c(C)c1 | -17%
CCNC(=O)C1(C)CCCN(C(=O)COCc2ccccc2)C1 (stereo unspecified) | 1%
CC(C)c1ccc(Nc2n[nH]c(=S)s2)cc1 | -34%
COc1ccc(-n2c(COc3ccc(Cl)cc3Cl)n[nH]c2=S)cc1 | ?
COc1ccc(NC(=O)C(C)n2nc(-c3ccc(C)c(C)c3)ccc2=O)cc1OC (stereo unspecified) | -4%
COCCNC(=O)C1(C)CCCN(Cc2cccc(F)c2)C1 (stereo unspecified) | 3%
O=C(CSc1ncc2c(n1)-c1ccccc1N(Cc1ccc(Cl)cc1)S2(=O)=O)c1ccc(Cl)cc1 | 0%
CNc1ccc(-c2cccc(C(=O)N3CCOCC3)c2)cn1 | -6%
O=C(Cn1ncc2c(Cl)cccc21)NCc1cccc(F)c1 | -5%
CN(C(=O)c1cnc(N2CCOCC2)c2ccccc12)c1ccccc1F | -4%
CC(=O)c1cccc(-n2c(=O)c3c4c(sc3n(Cc3cccc(C)c3)c2=O)CN(C(C)=O)CC4)c1 | 1%
Cc1cc2nc(-c3cccc(Cl)c3)c(Cc3ccsc3)n2c(C)c1Br | -2%
O=C(O)C(=Cc1ccc([N+](=O)[O-])cc1)CCc1ccccc1 | 2%
N#CCCn1c(=O)c(-c2ccccc2)nc2cnc(OCc3ccccc3)nc21 | -7%
CC(=O)Nc1ccc(S(=O)(=O)NCC2CCC(C(=O)NCc3ccccc3Cl)CC2)cc1 (stereo unspecified) | 4%[15.4 µM]
O=C(NCCOc1ccccc1)C1CCN(C(=O)Nc2ccccc2)CC1 | 0%
CCCN1C(=O)CN(C2CCCCC2)C(=O)C1c1ccc(OC)c(OC)c1 (stereo unspecified) | 2%
Additional records follow:
SMILES | Tb PYK inh
COc1ccc(CCNC(=O)c2cc(C)nc3c2c(C)nn3-c2ccccc2)cc1OC | 3%
Cc1cccc(-c2nc3scc(CCNC(=O)c4ccc(Br)o4)n3n2)c1 | 10%
CCCNC(=O)C1(C)CCCN(Cc2ccc(Oc3ccccc3)cc2)C1 (stereo unspecified) | 6%
CCC(Sc1nc2cc3c(cc2c(=O)n1CCCC(=O)NCc1ccc2c(c1)OCO2)OCO3)C(=O)NCCCOC (stereo unspecified) | -9%
COc1cc(C(CC(=O)Nc2ccc(Br)cn2)N2Cc3ccccc3C2=O)cc(OC)c1OC (stereo unspecified) | -3%
COC(=O)c1ccc(CC2(C)C(=O)Nc3ccc(OC(F)(F)F)cc32)o1 (stereo unspecified) | 0%

Entries listed so far that have a thiophene ring, fused or not, in the order listed:
SMILES | Tb PYK inh
CCCC(=O)N1CCC1(C)C(=O)Nc1scc(C)c1C#N (stereo unspecified) | 1%
CCOc1ccccc1NC(=O)c1c(NC(=O)COc2ccc(Cl)cc2)sc2c1CCCCC2 | 3%
CCc1nc2ccc(C(=O)NCc3cccs3)cn2c1N(CC)Cc1cccc(Br)c1 | 2%
COC(=O)c1ccc(NC(=O)CSc2ccc(-c3cccs3)nn2)cc1 | 4%
COc1cc(NC(=O)c2cc3c(s2)-c2ccccc2OC3)cc(OC)c1OC | ?
COc1cc(OC)cc(C(=O)NCC(c2cccs2)S(=O)(=O)c2ccc(F)c(C)c2)c1 (stereo unspecified) | 0%
CCc1nnc(SCc2nc(-c3ccccc3F)oc2C)c2cc3sccc3n12 | 0%
Cc1cc(C(C)(C)C)cc(CN2CCN(S(=O)(=O)c3cccs3)CC2)c1O | -1%
O=c1c2sc3ccccc3c2n(Cc2ccccc2Cl)c(=O)n1Cc1ccccc1 | 5%
CCC(Sc1ncnc2sc3c(c12)CCCC3)C(=O)OC(C)C (stereo unspecified) | 0%
CCOC(=O)Cc1ccc(NC(=O)N2CCc3c(sc4c3CCCC4)C2c2ccc(F)cc2)cc1 (stereo unspecified) | -4%
CC(=O)c1cccc(-n2c(=O)c3c4c(sc3n(Cc3cccc(C)c3)c2=O)CN(C(C)=O)CC4)c1 | 1%
Cc1cc2nc(-c3cccc(Cl)c3)c(Cc3ccsc3)n2c(C)c1Br | -2%
